GalR3 antag: antagonists of human GalR3; O60755; HEK293 GalR3-CNG cAMP membrane potential fluorescence; galR3 body fused to GalR1 C-terminus; inhibition, % at 3 µM; 0.44% of 360,000 active; AID 651719;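 active = inhibition above the screen-wide average plus 3 SD, cut at about 13% in these data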;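 also: forskolin and galanin both at EC90 stimulate the cells; cAMP rise reported by CNG channel membrane potential dye signal; 0% = forskolin plus galanin with DMSO and 100% = forskolin alone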
Target sequence (O60755 1-299 limits assumed): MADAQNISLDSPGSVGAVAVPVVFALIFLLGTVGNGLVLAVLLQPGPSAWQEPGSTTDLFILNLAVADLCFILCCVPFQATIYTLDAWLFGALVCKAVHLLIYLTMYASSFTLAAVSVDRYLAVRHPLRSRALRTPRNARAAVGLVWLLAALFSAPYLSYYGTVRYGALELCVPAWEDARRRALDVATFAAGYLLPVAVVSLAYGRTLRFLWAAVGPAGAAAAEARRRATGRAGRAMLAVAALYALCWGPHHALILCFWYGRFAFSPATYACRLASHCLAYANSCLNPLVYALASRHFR
An asterisk follows results filed as active. An excerpt; rates above refer to the full screens.

GalR3 antag,Structure
-7,CCCCN1C(=O)C(CC(=O)NC2CC2)CC(C(=O)N2CCOCC2)=C1C (centres undefined)
0,COc1ccc(C(=O)N2CCC2(C)C(=O)O)cc1C(F)(F)F (centres undefined)
-3,CN(Cc1ccccc1F)C(=O)CN1C(=O)NC2(CCc3ccccc32)C1=O (centres undefined)
-7,COCOc1cccc(CN2CCC(C)(Oc3cccc(OC)c3)C2)c1 (centres undefined)
-5,CC(C)n1c(=O)c2ccccc2n1Cc1cn(Cc2cccs2)nn1
-6,Cc1cccc(C)c1NC(=O)C(c1ccccc1OC(F)(F)F)N1CCC(c2ccccc2)CC1 (centres undefined)
6,COc1ccc(-c2cccc(-c3cc(=O)oc4cc(OC)cc(OC)c34)c2)cc1
-6,COc1ccc([N+](=O)[O-])cc1NCc1c(F)cccc1F

Brought forward from above: three compounds, followed by the next part.
GalR3 antag,Structure
-6,Cc1cccc(C)c1NC(=O)C(c1ccccc1OC(F)(F)F)N1CCC(c2ccccc2)CC1 (centres undefined)
6,COc1ccc(-c2cccc(-c3cc(=O)oc4cc(OC)cc(OC)c34)c2)cc1
-6,COc1ccc([N+](=O)[O-])cc1NCc1c(F)cccc1F
-3,NC(=O)c1ccc(NC(=O)COC(=O)CCC2CCCC2)cc1
-6,CCN(C(=O)COC(=O)CCOc1ccccc1C)c1c(N)n(Cc2ccccc2)c(=O)[nH]c1=O
-5,O=S1(=O)CC(N2CCCCC2)CN1Cc1cn(Cc2cccc(C(F)(F)F)c2)nn1 (centres undefined)
-10,COCCNc1nc(-c2ccc(OC)cc2C)c2sc(-c3ccccc3)cc2n1
1,COc1ccc(F)cc1-c1cc(NC(C)=O)c2ncc(-c3cc(OC)c(OC)c(OC)c3)n2c1
-4,O=C(NCC1CC1)c1ccc(-n2ccnc2)c2ccoc12
1,Nc1nc2c(ncn2[C@@H]2O[C@H](C(=O)N[C@H](Cc3ccccc3)C(=O)NC3CCCCC3)[C@@H](O)[C@H]2O)c(=O)[nH]1
-8,CC(C)NC(=O)C1(C)Cc2c(-c3ccc(N(C)C)cc3)ccnc2O1 (centres undefined)

Structures above with nitrogen in an aromatic ring, in the order listed:
GalR3 antag,Structure
-5,CC(C)n1c(=O)c2ccccc2n1Cc1cn(Cc2cccs2)nn1
-6,CCN(C(=O)COC(=O)CCOc1ccccc1C)c1c(N)n(Cc2ccccc2)c(=O)[nH]c1=O
-5,O=S1(=O)CC(N2CCCCC2)CN1Cc1cn(Cc2cccc(C(F)(F)F)c2)nn1 (centres undefined)
-10,COCCNc1nc(-c2ccc(OC)cc2C)c2sc(-c3ccccc3)cc2n1
1,COc1ccc(F)cc1-c1cc(NC(C)=O)c2ncc(-c3cc(OC)c(OC)c(OC)c3)n2c1
-4,O=C(NCC1CC1)c1ccc(-n2ccnc2)c2ccoc12
1,Nc1nc2c(ncn2[C@@H]2O[C@H](C(=O)N[C@H](Cc3ccccc3)C(=O)NC3CCCCC3)[C@@H](O)[C@H]2O)c(=O)[nH]1
-8,CC(C)NC(=O)C1(C)Cc2c(-c3ccc(N(C)C)cc3)ccnc2O1 (centres undefined)

The results go on:
GalR3 antag,Structure
5,CCOC(=O)C1OC1(c1ccccc1)c1ccccc1 (centres undefined)
-5,CCNC(=O)N1C[C@H]2CON(C)[C@H]2C[C@H]1c1ccccc1Br
-6,CC1(C(=O)NS(=O)(=O)C2CC2)CCCN(C(=O)COc2ccc(Cl)cc2Cl)C1 (centres undefined)
-7,C[C@@H]1CN([C@H](C)CO)C(=O)c2c(c3ccccc3n2C)-c2ccccc2CO[C@H]1CN(C)C(=O)CCC(F)(F)F
1,CCCCCNC(=O)C(c1ccccc1F)n1c(=O)c(-c2ccco2)nc2ccccc21 (centres undefined)
-4,Cc1c(C(=O)NCc2ccc3c(c2)OCCO3)sc(=O)n1Cc1ccccc1C(F)(F)F
-2,CCCCC[C@H](C)N1C[C@H](COCc2ccccc2)Oc2cc(N3CCC[C@H]3C(N)=O)ccc2S1(=O)=O
-8,Fc1ccccc1CNc1nc(NCC2CC2)nc2ccsc12
-7,CCCS(=O)(=O)NC(=O)C1(C)CCN(C(=O)c2oc3ccccc3c2C)C1 (centres undefined)
-5,COC(=O)C[C@@H]1CC[C@@H](NS(=O)(=O)c2ccccc2OC)[C@@H](CO)O1
0,COc1ccc(CN2C(=O)CSCC2(C)C(=O)Nc2ccc3c(c2)OCCO3)cc1 (centres undefined)
-3,CCN(CC)C(=O)c1ncn2c1C(=O)NC[C@@H]2C
0,CCCc1c(-c2ccc(OC)cc2)ncn1CCc1ccccc1OC
4,CC(=O)Nc1ccc(CCNC(=O)c2ccc3ccccc3c2O)cc1
-1,CCc1nc2ccc(C(=O)NCCCN3CCCC3=O)cn2c1N(C)C(=O)COc1ccccc1
-8,CCCCn1nnnc1C1(C)CCC(=O)N1Cc1cccc(F)c1 (centres undefined)
-7,O=C(/C=C1\OCc2cc(OCc3ccccc3)ccc21)OCc1ccccc1
-4,COCCNC(=S)N(C)[C@H]1C[C@H]2c3[nH]c4ccccc4c3CCN2C[C@H]1[C@H](C)O
-4,Nc1ccc(S(=O)(=O)c2ccc(NC(=O)c3cccnc3)cc2)cc1
-7,COc1ccc(-c2coc3c(C(=O)NCc4cccs4)cccc23)c(C)c1
-6,CCOC(=O)[C@]12Cc3c(cc(OC)c(OC)c3OC)[C@H]1N(CCC(=O)OC)C(=O)c1cc(OC)ccc12
-2,CCCC(C)(C)C(=O)N1CCC1(C)C(=O)Nc1ccc2c(c1)OCCO2 (centres undefined)
-5,CC1C(c2ccccc2)OCCN1C(=S)NC(=O)c1ccccc1 (centres undefined)
-6,Cc1ccc(NC(=O)c2cc(S(=O)(=O)NCC3CCCO3)ccc2F)cc1 (centres undefined)
-6,CCOC(=O)/C=C/c1cccc(OC)c1O
-4,CC(=O)Nc1c(Cl)c(Cl)c2c(c1Cl)Cc1cc(Cl)ccc1-2
-9,COc1ccc(NC(=O)C(c2ccccc2F)n2c(=O)c(-c3cc4ccccc4[nH]3)nc3ccccc32)cc1 (centres undefined)
-9,CC(=O)c1ccc2c(c1)CC1(C2)Cc2cc3c(cc2C1)C(=O)CC3 (centres undefined)
-4,O=C(CN1CCN(C(=O)c2ccccc2Cl)CC1)Nc1cccc(S(=O)(=O)N2CCCC2)c1
-1,Cc1cccc(C)c1NC(=O)CN1CCN(C(=O)C2CCC2)CC1
-8,O=C(Nc1ccc(Cl)cc1)N[C@H]1CC[C@H](CCn2cc(-c3ccccc3F)nn2)O[C@@H]1CO
-6,CC(C)NC(=O)C1(C)CCN1C(=O)C/C=C/c1ccccc1 (centres undefined)
2,O=C1NC(=O)C2(CCCCCCC2)N1
-8,Cc1cc(F)cc(-c2cc(C(=O)NCC3CCCCC3)[nH]n2)c1
-7,Cc1ccc2nc(-c3ccco3)c(Cc3ccccc3)n2c1
-1,COc1ccccc1NS(=O)(=O)c1cc(N/C(=N/S(=O)(=O)c2ccccc2)c2ccc(F)cc2)ccc1Cl
0,CN(C(=O)c1ccc(NC(=O)Cc2cccc(NC(=O)C3CCCN(C(=O)C4CC4)C3)c2)cc1)C1CC1 (centres undefined)
-1,Cc1cccc(N=NC(=S)NNc2cccc(C)c2)c1
-7,CC1(C(=O)NS(=O)(=O)C2CC2)CCCN(C(=O)c2cccs2)C1 (centres undefined)
-7,COc1ccc(OC)c(CN2C(=O)CN(S(C)(=O)=O)CC2(C)C(=O)NCc2ccccc2)c1 (centres undefined)
-3,O=C(O)c1ccccc1NC(c1ccccc1)c1ccc2cccnc2c1O (centres undefined)
-4,COCCN(C(=O)c1ccc2c(c1)C(=O)N(c1ccccc1Cl)C2=O)c1c(N)n(CC(C)C)c(=O)[nH]c1=O
-10,COCCNC(=O)C1(C)CCCN(Cc2cc(C(F)(F)F)ccc2Cl)C1 (centres undefined)
-5,CCCNC(=O)C1(C)CCN(C(=O)C2(c3ccc(Cl)cc3)CCCC2)C1 (centres undefined)
-2,COc1ccc(-c2nc3ccc(Br)cn3c2Cc2ccccc2)cc1OC
-4,CC(=NNC(=O)c1ccncc1)c1cc(Cl)ccc1Cl
-4,CN1CCN(C2CN(C3CCCCC3)S(=O)(=O)C2)CC1 (centres undefined)
-2,COc1ccc(C(=O)N2CCC2(C)C(=O)NC(C)C)cc1 (centres undefined)
-4,COC1=Nc2ccccc2/C=C\c2ccccc21
-2,COc1ccc(C=C2CS(=O)(=O)CC(=Cc3ccc(OC)cc3)C2=O)cc1
-6,COC(=O)Cc1nnn2c1[C@H](C)[C@H](c1ccccc1Br)OC[C@@H]2c1ccccc1
-1,COc1ccccc1-c1cccc(-c2nc(C(=O)N3CCCCC3)cc3c2[C@H](CCO)N(S(=O)C(C)(C)C)C3)c1 (some centres undefined)
-2,COCCN(C(=O)COC(=O)C12CC3CC(CC(C3)C1)C2)c1c(N)n(Cc2ccccc2)c(=O)[nH]c1=O
0,CCC(CC)C(=O)N(C)c1c(C)nc2c(OCC(=O)N(C)C)cccn12
-6,COc1ccc(-c2csc(C(NC(C)=O)c3cccc(OC)c3)n2)cc1 (centres undefined)
-5,O=C(CCc1c[nH]c2ccccc12)Nc1ccc(Nc2cccnc2)cc1

(list continues)
GalR3 antag,Structure
-5,O=S1(=O)N[C@H](Cc2ccccc2)COc2cc(N3CCSCC3)ccc21
-7,CCOC(=O)[C@]12CCCC=C1N(Cc1cccc3ccccc13)C(=O)[C@H](CC(=O)NCc1ccc(C)o1)C2
-7,COc1ccc(S(=O)(=O)N2C[C@H]3CON(C)[C@H]3C[C@H]2c2ccc(-c3cc4ccccc4o3)cc2)cc1
-5,Oc1ccccc1C=NN1CCCCCC1
-10,Cc1cc(C)cc(OCCCN2CCC(C(O)(c3ccccc3)c3ccccc3)CC2)c1
-3,Cc1ccc(NC(=O)CN(C)C(=O)c2cn(Cc3ccccc3)nc2-c2cccnc2)cc1
0,CCCCCOc1ccc(C(=O)CCC(=O)NNC(=O)c2ccncc2)cc1
-9,Cc1cccc(C(=O)OCC(=O)NCc2ccc(Cl)cc2)c1
-3,CCCCN(C(=O)c1ccc(NC2CC2)c([N+](=O)[O-])c1)c1c(N)n(CCCC)c(=O)[nH]c1=O
-6,COc1ccc(C#Cc2ccc3c(c2)O[C@H](CN(C)C(C)=O)[C@H](C)CN([C@@H](C)CO)S3(=O)=O)cc1
-7,O=C(NC(CC1=CCCCC1)c1ccc2ccccc2c1)C(F)(F)F (centres undefined)
-7,Cc1cc2nc(-c3ccc(Cl)cc3)c(Cc3ccsc3)n2c(C)c1Br
-6,COC1C=COC2(C)Oc3c(C)c(O)c4c(O)c(c(CN5CCN(C)CC5)c(O)c4c3C2=O)NC(=O)C(C)=CC=CC(C)C(O)C(C)C(O)C(C)C(OC(C)=O)C1C (centres undefined)
-1,CC[C@]12c3[nH]c4cc(CCC(=O)N(C)C)ccc4c3CCN1C(=O)[C@@H](CC(=O)NCC13CC4CC(CC(C4)C1)C3)C[C@@H]2C(=O)N1CCN(C(=O)C2CC2)CC1
-7,CC(=Nc1ccccc1)C1=C(O)C(Cc2ccc(O)cc2)NC1=O (centres undefined)
-4,CN(CC(=O)Nc1sccc1C#N)S(=O)(=O)c1ccc(F)cc1
0,COc1ccc(CNC(=O)c2sc(=O)n(Cc3ccccc3OC)c2C)cc1
-6,COC(=O)[C@]12CCCCC=C1N(Cc1cccc3ccccc13)C(=O)[C@H](CC(=O)NCCCN1CCCC1=O)C2
-6,CN(Cc1ccccc1)C(=O)c1cccc(NC(=O)Cc2cccc(NC(=O)C3CCN(C(=O)CCc4ccccc4)CC3)c2)c1
-3,O=C(NC1CC1)c1cccc2c1C(=O)c1ccc(N3CCC(N4CCCCC4)CC3)cc1S2(=O)=O
-5,COc1ccc(C(=O)NCC(c2ccco2)N2CCOCC2)cc1 (centres undefined)
-7,O=C(NCCN1CCC(n2c(=O)[nH]c3ccccc32)CC1)c1ccccc1Cl
-6,O=c1[nH]c(=S)[nH]c2nccnc12
4,COc1ccccc1NC(=O)COC(=O)CCC(=O)c1cccs1
-6,NC(Cc1ccccc1)c1csc(Nc2ccc(C(=O)NCCO)cc2)n1 (centres undefined)
-3,CCOC(=O)C1=CN(CC)S(=O)(=O)NC1c1ccccc1 (centres undefined)
-5,CCCCN1C(=O)C(CC(=O)NCc2ccco2)CC(C(=O)N(C(C)C)C(C)C)=C1C (centres undefined)
-4,NC(CSC1(c2ccc(Cl)cc2)c2ccccc2-c2ccccc21)C(=O)O (centres undefined)
-7,CC1=C(C(=O)N(C(C)C)C(C)C)CC(CC(=O)NCC2CCCCC2)C(=O)N1Cc1ccccc1 (centres undefined)
-1,O=C(NCc1ccc(F)cc1)c1cc(C2CCCN(C(=O)c3ccc4ccccc4c3)C2)on1 (centres undefined)
-1,COC(=O)c1ccc2nc(C3CCCCC3)c(Cc3cccc(F)c3)n2c1
3,O=[N+]([O-])c1ccc(Cl)cc1P(=O)(O)c1cc(Cl)ccc1[N+](=O)[O-]
-8,Cc1cc(N2CCN(C(=O)OC(C)(C)C)C[C@H]2C)ccc1N1CC[C@@H](O)C1
-7,OC(c1cccc(Cl)c1)c1nc(-c2cnc3ccccc3c2)cs1 (centres undefined)
-1,Cn1c(N)c(C(=O)COC(=O)COc2ccccc2Cl)c(=O)n(C)c1=O
-8,CC1(C(=O)NC2CCCCC2)CCC(=O)N1CC(F)(F)F (centres undefined)
4,CCCN1C(=O)C(=O)N(CC(=O)N2c3ccccc3NC(=O)CC2C)C1=O (centres undefined)
-2,CCCCNC(=O)C[C@@H]1C[C@@]2(C(=O)OCC)CCC=C2N(CCC2=CCCCC2)C1=O
-4,O=CN1CCN(C=O)C(O)C1O (centres undefined)
-6,COc1ccccc1C(=O)NNC(=O)c1ccc(O)cc1
-5,O=C(Nc1ccc(C(=O)N2CCCC2)cc1)c1ccccc1
-6,COC(=O)C1C2CC3c4[nH]c5cc(OC)ccc5c4CCN3CC2CC(O)C1OC (centres undefined)
-5,O=c1n(Cc2ccccc2)c(O)c2n1Cc1ccccc1N=C2c1ccccc1

Source: PubChem (The Scripps Research Institute Molecular Screening Center)
